Source: PubChem BioAssay
DT40 TDP1 no CPT: qHTS for Inhibitors of human tyrosyl-DNA phosphodiesterase 1 (TDP1): qHTS in cells in absence of CPT. DT40 Tdp1-/- hTDP1 cells, no CPT, ATP luminescence, 48 h. Potency, µM (doses to about 46.2 µM), without a hit: top-dose activity change, negative = growth inhibition, hits mostly inhibitors. 420,000 tested, 15% active; further: nearly all actives have a fitted effect of over 55% in size
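Growth of hTDP1-complemented DT40 Tdp1-knockout cells is measured by ATP luminescence after at least 48 hr compound exposure at 37 °C, with DMSO substituting for the 20 nM CPT used in the parallel screen.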
TDP1 inh: inhibitors of human tyrosyl-DNA phosphodiesterase TDP1 | AID 485290 | Q9NUW8 | 350,000 tested, 0.28% active | recombinant TDP1, AlphaScreen DNA substrate cleavage | Potency, µM (highest dose often 130 µM), for inactives: at the highest dose activity change, negative = inhibition, usual class: inhibitors; further: nearly all actives have a fitted effect of over 40% in size
Target sequence (Q9NUW8 whole entry, looked up): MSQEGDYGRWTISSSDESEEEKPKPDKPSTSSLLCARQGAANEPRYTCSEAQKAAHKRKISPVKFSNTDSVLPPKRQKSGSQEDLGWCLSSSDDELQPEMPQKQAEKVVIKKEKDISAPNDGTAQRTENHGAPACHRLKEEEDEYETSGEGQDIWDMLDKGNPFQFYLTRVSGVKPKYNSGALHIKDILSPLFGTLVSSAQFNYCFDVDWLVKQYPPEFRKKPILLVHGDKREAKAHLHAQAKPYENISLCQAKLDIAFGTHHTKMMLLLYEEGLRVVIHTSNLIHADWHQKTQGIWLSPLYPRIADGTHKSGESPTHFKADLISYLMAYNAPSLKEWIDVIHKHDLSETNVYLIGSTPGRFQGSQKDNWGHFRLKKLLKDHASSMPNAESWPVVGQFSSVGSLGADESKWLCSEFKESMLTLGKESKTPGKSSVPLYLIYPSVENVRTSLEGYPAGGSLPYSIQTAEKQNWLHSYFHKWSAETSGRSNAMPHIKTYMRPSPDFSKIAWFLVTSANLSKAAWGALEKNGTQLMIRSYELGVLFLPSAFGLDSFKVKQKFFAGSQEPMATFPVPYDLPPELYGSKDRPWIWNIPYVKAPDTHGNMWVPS
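Compounds were preincubated with Tdp1 (1 nM final) for 15 min at room temperature before substrate (15 nM final) started a 5 min reaction; beads (10 ug/ml final) were then added for 10 min before AlphaScreen detection.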
TDP1 cell CPT: DT40-hTDP1 cell growth loss with CPT; chicken DT40 Tdp1-/-;hTDP1 cells + 20 nM CPT, ATP luminescence, 48 h; Potency, µM (top dose mostly 46.2 µM), without a hit: at the top dose activity change, negative = growth inhibition, actives largely listed as inhibitors; 420,000 tested, 12% active; AID 686979; further: nearly all actives have a fitted effect of over 55% in size
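Cell growth measured by CellTiter-Glo luminescence after a minimum 48 h, 37 C compound exposure with 20 nM CPT in Tdp1-knockout DT40 cells stably expressing hTDP1, seeded 400/well; qHTS titration format.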
Active calls of the source: *; ? = inconclusive; . = no result given; [ ] = remark or other dose. The call rests on the fitted dose curve; in most records, active means well fitted curve in the direction sought with a large enough effect; inconclusive means small, poorly fitted or top-dose-only effect, or another doubt; inactive means no such curve, though single readings can be large; an effect the other way counts as inactive or inconclusive. On the % scale 0 is the no-effect control and ±100 the full control effect; potency means the concentration at half of the fitted maximal effect.

SMILES	DT40 TDP1 no CPT	TDP1 inh	TDP1 cell CPT
CC1=C(C(=O)N(C)C)CC(CC(=O)NCCN2CCOCC2)C(=O)N1Cc1ccc(C(C)(C)C)cc1 (stereo not given)	-13.1%	.	-16.5%
CCOC(=O)c1c(NC(=S)Nc2ccc(F)cc2)sc2c1CCC2	-10.5%	3.6%	-16.8%
CCCCn1nnnc1C(c1cc2ccccc2o1)N1CCN(c2ncccc2C#N)CC1 (stereo not given)	18.4µM*	.	?
C/C(=N\Nc1cc(N2CCOCC2)nc(C)n1)c1ccc(F)cc1	?	.	?
CC(C)CNC(=O)[C@@H]1CSC2c3ccccc3C(=O)N21 (stereo not given in full)	-26.7%	.	7.0%
Cc1ccc(SCCSc2nc(C)cc(=O)[nH]2)cc1	8.0%	.	-28.0%
Cc1ccc(C)c(N2CCN(C(=O)c3cc(S(=O)(=O)N4CCCC4)cn3C)CC2)c1	20.6µM*	3.9%	18.4µM*
Cc1c(Cl)cccc1NC(=S)N1CCN(c2ncccn2)CC1	7.4%	2.7%	-5.5%
O=C1OCC(Cn2c3ccccc3c3ccccc32)O1 (stereo not given)	0.1%	6.2%	-5.9%
CCOc1ccc(CCNC(=O)c2ccc(Cn3c(=O)c4cccn4c4cccnc43)cc2)cc1	20.6µM*	.	13µM*
Cc1csc(SCC(=O)NCc2cccs2)n1	-4.1%	5.4%	-5.7%
O=C(COC(=O)c1ccc([N+](=O)[O-])o1)NCCc1ccccc1	-29.0%	-2.9%	-24.8%
Cc1nc2scc(C)n2c(=O)c1S(=O)(=O)Nc1ccc(F)cc1	-18.6%	0.6%	-7.3%
CN(Cc1c(C(=O)N/N=C/c2ccccc2)nnn1-c1nonc1N)c1ccccc1	18.7%	.	-14.1%
Cc1ccccc1Cn1c(=O)n(C)c(=O)c2sccc21	-24.5%	.	-4.3%
O=[N+]([O-])c1cccc(S(=O)(=O)NCCc2cccs2)c1	-21.6%	1.8%[0.0935 µM]	-22.6%
CCOC(=O)C1CCCN(C2CC(=O)N(c3ccc(C(C)C)cc3)C2=O)C1 (stereo not given)	?	3.6%	?
COc1ccc(CCNC(=O)Cc2cccc(C(F)(F)F)c2)cc1OC	?	8.5%	-14.7%
CCOc1ncccc1C(=O)N=c1sccn1C	-28.5%	8.0%	21.5%
CC(=O)OCC(=O)Nc1c(C)cc(C)cc1C	2.0%	3.6%	?
Cc1cccn2cc(CSc3ccccc3N)nc12	-3.1%	1.8%	0.6%
CN=C(Nc1ccc(Cl)cc1)c1ccc(C(F)(F)F)cc1	-20.9%	4.8%	2.4%
O=C1CCCC(=O)C1C(=O)C1CCN(S(=O)(=O)c2ccccc2)CC1	-96.8%	4.6%	?
Cc1cccc(C)c1NC(=S)N1CCCN(Cc2ccc(F)cc2)C1	?	4.9%	0.4%
O=C(CSc1ccc2nc(-c3ccccc3)cn2n1)Nc1cccc(F)c1	?	5.4%	?
CC(C)(C)NC(=O)c1cc(NC(=O)c2cccs2)cc(NC(=O)c2cccs2)c1	20.6µM*	2.0%	?
COc1ccc(S(=O)(=O)NC(=O)C2(C)CCN2C(=O)CCC2CCCC2)cc1OC (stereo not given)	-5.1%	.	?
Cc1cc(Oc2ccc(-c3ccccc3)cc2)n2ncnc2n1	-24.6%	1.0%	18.4µM*
COc1ccc2sc(-c3ccccc3OC)c(-c3ccc(SC)cc3)c2c1	3.2%	.	-24.3%
CCn1cc(C(=O)NCCc2ccc(Cl)cc2)c(=O)c2cc(S(=O)(=O)N3CCc4ccccc4C3)ccc21	?	4.7%	-1.0%
Cc1cc(NS(=O)(=O)c2ccc(NC(=O)c3cc4ccccc4o3)cc2)nc(C)n1	-24.9%	2.0%	-15.9%
O=C(COC(=O)/C=C/c1ccc(F)cc1)NC1CCCCCC1	7.7%	-0.1%	11.7%
CN1CCN(Cc2nc(Cc3ccccc3)no2)CC1c1ccccc1 (stereo not given)	-18.0%	.	3.7%
COc1ccc(C(=O)c2cc([N+](=O)[O-])ccc2N2CCCC2)cc1	5.17µM*	2.7%	3.26µM*
COc1ccccc1N(CC(O)Cn1ccnc1C)S(=O)(=O)c1ccc(C)cc1 (stereo not given)	?	-1.2%	-14.8%
CCN(Cc1ccncc1)C(=O)c1cc(COc2ccc(F)cc2Cl)on1	?	3.2%	16.4µM*
O=C1CN(CC(=O)NC(=O)NCc2ccccc2)CCN1	6.8%	-4.2%	-3.1%
CCCN(CCC)CCNC(=O)c1cc(Sc2ccc(Cl)cc2)nc2ccccc12	18.4µM*	2.6%	16.4µM*
Cc1ccc(Cl)cc1-n1c(=O)cc(N2CCN(c3ccc(F)cc3)CC2)[nH]c1=O	?	1.1%	?
O=C(NCCO)c1c(O)c2cccc3c2n(c1=O)CC3	-7.8%	2.1%	-3.2%
COc1ccc([N+](=O)[O-])cc1N(CC(=O)NC1CCCC1)S(C)(=O)=O	-1.5%	-3.7%	16.7%
CCNc1nc(NC(C)C)nc(OCCNS(=O)(=O)c2cc(C)ccc2C)n1	?	6.1%	-17.7%
Cc1cc2nc(-c3ccco3)cc(C(F)(F)F)n2n1	7.7%	-7.6%	-5.8%
CCn1cc2nc(SCc3ccccc3Cl)n(Cc3ccc(OC)cc3)c(=O)c2n1	14.6µM*	2.6%	25.9µM*
Cc1ccc(CCNC(=O)CCCn2c(=O)c3ccccc3n(CC(=O)Nc3cc(Cl)ccc3C)c2=O)cc1	?	-1.8%	?

2 compounds picked at random from those above, as already listed:
SMILES	DT40 TDP1 no CPT	TDP1 inh	TDP1 cell CPT
COc1ccc(C(=O)c2cc([N+](=O)[O-])ccc2N2CCCC2)cc1	5.17µM*	2.7%	3.26µM*
CCn1cc2nc(SCc3ccccc3Cl)n(Cc3ccc(OC)cc3)c(=O)c2n1	14.6µM*	2.6%	25.9µM*

More structures follow:
SMILES	DT40 TDP1 no CPT	TDP1 inh	TDP1 cell CPT
CCOc1ncccc1C(=O)Nc1nc(SC)ns1	-10.9%	5.3%	?
O=C(CN1CCN(Cc2ccccc2)CC1)NC(=O)NC1CCCCC1	?	-2.0%	-28.8%
Cc1cccc(-c2nc3c(c(=O)c4ccccc4n3C)c(=O)n2-c2ccccc2)c1	-22.1%	.	-11.9%
CCOc1cc(C2c3c(oc4ccccc4c3=O)C(=O)N2Cc2ccc(OC)cc2)ccc1O (stereo not given)	?	-1.1%	?
CC(=O)Nc1ccc(N/C=C/C(=O)c2ccc(C)cc2)cc1	11.4%	.	2.8%
Cc1ccc(S(=O)(=O)CC(=O)Nc2nc3ccc(S(N)(=O)=O)cc3s2)cc1	10.6%	2.7%	7.4%
CCCCCCNC(=O)Cc1c(O)c2ccccc2[nH]c1=O	-4.8%	6.9%	-6.2%
CCc1nnc(NC(=O)c2cc(=O)c3cc(C)ccc3o2)s1	-19.7%	2.5%	-14.1%
COC(=O)/C=C1\N/C(=N\c2nc(C)cc(C)n2)N(c2ccc(C)cc2)C1=O	?	2.7%	0.7%
OC(c1ccc(F)c(F)c1)c1nc(-c2ccncc2)cs1 (stereo not given)	8.2µM*	.	8.2µM*
OC(c1ccc(F)c(F)c1)c1nc(-c2cccc(F)c2)cs1 (stereo not given)	?	.	14.6µM*
COc1ccc(NC(=O)Cn2nc(C(=O)O)c3ccccc3c2=O)cc1OC	1.3%	7.5%[0.0935 µM]	3.1%
CSc1nc(SCC(=O)NCC2CCCO2)c2c3c(sc2n1)CN(C)CC3 (stereo not given)	-12.4%	0.0%	2.3%
O=C(O)CCc1ccc(-c2ccc(Cl)cc2)n1Cc1ccco1	-5.7%	6.8%	-1.9%
O=C(CCn1cncn1)N1CCCC(N2CCN(c3ccc(F)cc3)CC2)C1 (stereo not given)	-1.1%	1.3%	23.0%
COc1ccc(COC(=O)c2cccc(S(=O)(=O)N3CCN(C(C)=O)CC3)c2)cc1F	?	.	?
Cc1cc(C)c(S(=O)(=O)N2CCCOC2CNC(=O)C(=O)NCCc2c[nH]c3ccccc23)c(C)c1 (stereo not given)	14.6µM*	-5.6%	?
C=CCN(c1ccccc1)S(=O)(=O)c1cccc(C(=O)NCC(c2ccc(OC)cc2)N2CCCCC2)c1 (stereo not given)	5.8µM*	0.8%	5.8µM*
CC(C)c1ccc(NC(=O)CSc2n[nH]c(=O)n2-c2ccc3c(c2)OCCO3)cc1	?	-2.9%	-29.7%
COCCCNC(=O)CC(=O)N/N=C\c1ccc(SC)cc1	17.1%	2.8%	-3.5%
CN1/C(=C\C(=O)c2cccnc2Cl)C(C)(C)c2ccccc21	16.4µM*	-2.7%	20.6µM*
CCC(C)NC(=O)CCSc1ccc(C)cc1 (stereo not given)	-24.3%	5.3%	7.1%
CC(C)c1cccc(C(C)C)c1NC(=O)COC(=O)C1=COCCO1	-0.9%	3.5%	15.9%
CN(C)S(=O)(=O)N1CCC(Oc2ccc(C(=O)N3C[C@H]4CC[C@H]3C4)cc2)CC1	20.6µM*	2.7%	11.6µM*
COc1cc(C(=O)N/N=C/c2ccc(OC(=O)c3ccccc3)c(OC)c2)ccc1O	-20.0%	3.6%	-29.7%
COc1ccc(/C(C)=N/NC(=O)CNC(=O)c2ccco2)cc1	-3.0%	.	-5.1%
CC1(C)CC(=O)C2=C(C1)N(c1ccc(F)cc1)C(=O)C2(O)C(F)(F)F (stereo not given)	-4.6%	-3.2%	5.0%
CCOc1cccc2c1OC1(C)CC2NC(=O)N1c1cccc(Cl)c1 (stereo not given)	-8.0%	-2.0%	-23.9%
O=C(CNC(=O)c1cccc(S(=O)(=O)N2CCc3ccccc32)c1)Nc1ccc(F)c(F)c1F	-25.6%	-3.6%	-18.9%
O=Cc1c(Cl)nc2ccccn12	0.8%	-5.5%	25.5%
Cc1onc(-c2ccccc2)c1C(=O)N1CCOC12CCN(c1cccc(F)n1)CC2	?	1.6%	-19.6%
Cc1cc(=O)oc2cc(OCC(=O)NCc3ccccn3)ccc12	3.0%	-1.9%	-1.3%
CCN(C(=O)COC(=O)Cc1coc2cc(C)ccc12)c1c(N)n(Cc2ccccc2)c(=O)[nH]c1=O	?	-3.9%	?
O=C(Nc1ccccn1)c1nc(-c2ccccc2)n(-c2ccccc2)n1	?	1.8%	?
C[N+]1(C)CCC(=C2c3ccccc3CC(=O)c3sccc32)CC1	?	-3.8%	25.9µM*
O=C(NCC(c1ccco1)N1CCN(c2ccccc2F)CC1)C(=O)NC1CCCCC1 (stereo not given)	-4.1%	1.2%	-1.5%
Cc1c(NC(=O)c2cc3c(s2)-c2ccccc2OC3)cccc1[N+](=O)[O-]	18.4µM*	2.3%	?
COc1cccc(CN2CCN(C3CSCCSC3)CC2CCO)c1 (stereo not given)	-24.2%	2.6%	-4.5%
Cc1cc(C)c2c(CC(=O)NCc3ccco3)coc2c1	?	3.4%	?
CCN(C(=O)c1cc2cccc(OC)c2oc1=O)C1CCCCC1	0.3%	1.1%	4.4%
CCOc1ccc(C2C(C#N)=C(N)Oc3cc(C)n(Cc4ccco4)c(=O)c32)cc1OC (stereo not given)	-5.1%	1.1%	-12.9%
O=C(COC(=O)CCSc1ccccc1)Nc1ccccc1Br	-4.9%	.	1.7%
COc1ccc(C2SCCN2S(=O)(=O)c2ccc(NC(C)=O)cc2)cc1OC (stereo not given)	?	1.9%	-5.4%
CC(C)(C)NC(=O)CSc1nnc(-c2ccccn2)n1-c1ccccc1	-5.9%	5.4%	0.2%
COCCNC(=O)NC(=O)CN1CCCc2ccccc21	-7.9%	1.3%	-11.8%

Record cards (already shown). Screens in order: DT40 TDP1 no CPT | TDP1 inh | TDP1 cell CPT
Entry for Cc1onc(-c2ccccc2)c1C(=O)N1CCOC12CCN(c1cccc(F)n1)CC2 : ? | 1.6% | -19.6%
Entry for COc1cccc(CN2CCN(C3CSCCSC3)CC2CCO)c1 (stereo not given) : -24.2% | 2.6% | -4.5%
Entry for O=C(COC(=O)CCSc1ccccc1)Nc1ccccc1Br : -4.9% | . | 1.7%
Entry for CCN(C(=O)COC(=O)Cc1coc2cc(C)ccc12)c1c(N)n(Cc2ccccc2)c(=O)[nH]c1=O : ? | -3.9% | ?

Next part
SMILES	DT40 TDP1 no CPT	TDP1 inh	TDP1 cell CPT
COc1ccc(Br)cc1/C=C(\C(=O)O)c1ccc(S(=O)(=O)N2CCCC2)s1	0.0%	?	10.1%
COc1ccc(C2C(=O)N(CCc3ccccc3)CC(=O)N2C2CCCC2)cc1 (stereo not given)	-21.7%	0.0%	0.3%
O=C(Nc1cccc(C(=O)N2CCOCC2)c1)C1CCCCC1	4.3%	.	7.7%
COc1ccccc1NS(=O)(=O)c1cccc(NS(=O)(=O)c2cc(C(=O)O)ccc2OC)c1	5.9%	1.8%	4.7%
Cc1ccc(CN2CCSc3ccc(C(=O)NCCCN4CCOCC4)cc32)cc1	?	9.7%	20.6µM*
CCOC(=O)C1(Cc2ccccc2C)CCCN(C(=O)c2ccc(C(C)=O)s2)C1 (stereo not given)	?	.	?
Cc1cc(-c2cccs2)c2c(n1)sc1c(=O)[nH]c(=O)[nH]c12	?	4.3%	16.4µM*
